VIM-2 inhibitor – blocks Pseudomonas aeruginosa VIM-2 metallo-beta-lactamase; 0.89% of 290,000 active; purified VIM-2, nitrocefin hydrolysis, epi-absorbance fluorescence; inhibition, % at 5.6 µM;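 active = inhibition above the mean of all tested compounds plus 3 SD, cutoff set per screening run, cut at about 7.5% in these data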;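 note: red hydrolysis product quenches plate fluorescence so inhibitors raise well fluorescence; 0% = enzyme with DMSO and 100% = DMSO without enzyme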
NS3 helicase inh – HCV NS3 helicase inhibition | inhibition, % at 10.9 µM | NS3 helicase DNA unwinding, Cy5 molecular beacon fluorescence | 0.56% of 290,000 active;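 active = inhibition above the mean of all tested compounds plus 3 SD, set per campaign, cut at about 35% in these data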;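 note: 0% = DMSO wells and 100% = thioflavine S control wells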
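Test system: hepatitis C virus NS3 helicase domain fragment enzyme. Also added: annealed dual-labelled DNA beacon duplex, ATP-started. Timing: 60 min unwinding reaction at 25 °C after ATP addition. Technique: Cy5 fluorescence. Measure: % inhibition of unwinding.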
SUMO HTRF inh – inhibitors of human SUMOylation (UBC9) | inhibition, % at 35 µM | 0.36% of 290,000 active | HTRF SUMOylation assay, SAE1/SAE2 + UBC9, in vitro | P63279; in the data active = inhibition above about 50%, passing the limit was not always enough; note: strong numbers were not always called active
Target sequence (P63279 whole entry, looked up): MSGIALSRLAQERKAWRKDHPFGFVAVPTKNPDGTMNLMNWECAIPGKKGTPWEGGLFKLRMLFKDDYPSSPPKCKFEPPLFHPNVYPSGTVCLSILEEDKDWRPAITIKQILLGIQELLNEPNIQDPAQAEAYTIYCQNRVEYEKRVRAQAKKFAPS
IDE cell activ – boosts human insulin-degrading enzyme activity in HEK cells; 0.073% of 340,000 active; FAbeta-B cleavage, fluorescence polarization; 0% vehicle, 100% cell-free pure enzyme wells; activation, % at 5.96 µM; P14735; AID 493087;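 active = activation above the mean of all tested compounds plus 3 SD, set per screening campaign, cut at about 17% in these data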
GalR3 antag – antagonists of human GalR3; inhibition, % at 3 µM; AID 651719; HEK293 GalR3-CNG cAMP membrane potential fluorescence; galR3 body fused to GalR1 C-terminus; 0.44% of 360,000 active;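 active = inhibition above the screen-wide average plus 3 SD, cut at about 13% in these data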;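 note: forskolin and galanin both at EC90 stimulate the cells; cAMP rise reported by CNG channel membrane potential dye signal; 0% = forskolin plus galanin with DMSO and 100% = forskolin alone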
Target sequence (O60755 1-299 limits assumed): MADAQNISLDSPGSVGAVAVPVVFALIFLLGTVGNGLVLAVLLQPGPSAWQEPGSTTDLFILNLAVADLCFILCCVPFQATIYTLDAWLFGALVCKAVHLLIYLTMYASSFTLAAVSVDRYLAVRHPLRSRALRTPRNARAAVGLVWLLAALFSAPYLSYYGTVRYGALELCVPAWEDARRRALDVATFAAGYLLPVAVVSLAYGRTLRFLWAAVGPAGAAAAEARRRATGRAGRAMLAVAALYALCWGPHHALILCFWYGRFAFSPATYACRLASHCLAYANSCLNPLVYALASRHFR
CRFBP-R2 block – antagonists of CRF-binding protein/CRF-R2 receptor complex; HEK293 CRF-R2/CRF-BP, CRF-induced calcium fluorescence; inhibition, % at 11.8 µM; 0.59% of 350,000 active;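 active = inhibition of the ligand-induced calcium signal above about 50% at the single tested concentration, limit read from the data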
pCIP destab – compounds decreasing mouse p/CIP protein stability. Q05BA5. decrease of EGFP signal, % at 10 µM. 0.01% of 290,000 active. AID 1984. F442A p/CIP-EGFP cells, EGFP fluorescence, 16 h;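 active = EGFP signal decrease of at least 30% at 10 µM or well 3 SD below plate mean, unless failing retest; inactive = the rest, including hits failing retest or dose response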; note: some compounds called inactive have numbers as strong as hits; many of its hits are not listed in these tables
IDE inh – cellular human IDE inhibition. HEK cells, FAbetaB cleavage, fluorescence polarization. inhibition, % at 5.59 µM. 0.41% of 320,000 active;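 active = percent inhibition above the average of all tested compounds plus 3 SD, set per screening campaign, cut at about 16% in these data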;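 note: IDE supplied by intact live HEK cells; FP after avidin binding of uncleaved biotin substrate so inhibition keeps polarization high; 0% = DMSO wells and 100% = 60 µM reference IDE inhibitor Ii1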
IMP-1 inh – inhibitors of Pseudomonas aeruginosa IMP-1 metallo-beta-lactamase | AID 1556 | inhibition, % at 5.6 µM | 0.45% of 290,000 active | purified IMP-1, nitrocefin hydrolysis, epi-absorbance fluorescence;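 active = inhibition above the mean plus 3 SD of all compounds in the same screening run, cut at about 4.5% in these data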;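 note: 0% = IMP-1 with DMSO and 100% = DMSO wells lacking enzyme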
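System: Purified recombinant IMP-1 metallo-beta-lactamase enzyme | Measured by: Fluorescence quenching readout, ex 480/em 530 nm | Replication: Singlicate | Incubation: 15 min preincubation plus 25 min reaction at 25 °C | Evaluation: Percent inhibition from optical density relative to buffer-blank wells | Benchmarks: DMSO with and without IMP-1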
Active calls of the source: *; . = no result given.

VIM-2 inhibitor,NS3 helicase inh,SUMO HTRF inh,structure,IDE cell activ,GalR3 antag,CRFBP-R2 block,pCIP destab,IDE inh,IMP-1 inh
0.5,12,11,CCOC(=O)C1CCN(c2nc3ccccc3nc2C(C#N)C(=O)NCCc2ccccc2)CC1 (stereo not given),.,.,.,-1,.,-0.6
0.8,3,-7,COc1ccccc1NC(=O)CCCc1c[nH]c2ccccc12,0,-5,20,2,0,-1.7
1.3,-6,11,Cc1ccc(C(=O)OCC(=O)NCC2CCCO2)c(C)c1 (stereo not given),0,8,6,3,2,0.8
0.8,11,0,COc1ccc(CCNC(=O)CCc2nc3ccccc3[nH]2)cc1OC,-4,-1,-3,9,4,-3.0
12*,-58,4,CCCCN(CC)CCCNC(=O)c1cc2c(=O)n(CC)c3ccccc3c2s1,3,-15,-4,12,3,-1.6
-2.2,-2,2,CCOc1ccc(Br)cc1S(=O)(=O)Nc1cccc(S(=O)(=O)N(C)C)c1,7,-4,-5,-1,0,-1.0
-0.8,25,10,CC(C)(C)NS(=O)(=O)c1ccc(CCC(=O)Nc2ccc3c(c2)OCO3)cc1,2,3,1,8,0,-0.1
-0.3,-30,16,O=C(O)c1cccc(S(=O)(=O)N(Cc2ccccc2)c2cccc(C(F)(F)F)c2)c1,1,2,9,-5,-7,-2.7
-5.3,-3,24,COc1ccc(CNCc2cccc(OC)c2OC)cc1Br,-7,-9,-6,-29,-5,-2.2
-2.5,13,9,Cc1cc(NS(=O)(=O)c2ccc(C3CCCCC3)cc2)no1,-2,-2,26,-2,-1,-1.8
-3.5,-1,-4,O=[N+]([O-])c1ccc(Cl)c(/C=N/N2CCN(Cc3ccc(Cl)cc3)CC2)c1,1,-5,13,-1,-5,-3.1
2.2,1,-8,CCOc1ccccc1NC(=O)C1CCN(S(C)(=O)=O)CC1,-3,-2,12,11,5,1.9

VIM-2 inhibitor,NS3 helicase inh,SUMO HTRF inh,structure,IDE cell activ,GalR3 antag,CRFBP-R2 block,pCIP destab,IDE inh,IMP-1 inh
.,.,.,CC(C)CCOc1ccc(C(=O)NCC(c2cccs2)N2CCOCC2)cc1 (stereo not given),8,-3,14,.,3,.
-3.3,1,17,Cn1c(Cc2cccs2)nnc1SCC(=O)N1CCc2ccccc21,4,9,11,-16,14,-4.0
-1.4,-1,16,Cc1nn(Cc2cccc3ccccc23)c(C)c1NC(=O)c1cccnc1,3,1,6,-17,6,-2.6
0.1,4,-7,CCOc1ccc(C(C)NC(=O)CCC(=O)O)cc1 (stereo not given),9,-2,13,6,2,0.6
0.6,2,10,CC(=O)c1ccc(-c2nc3c4ccccc4ccn3c2C(C)=O)o1,-4,0,-17,-8,8,-0.4
-0.8,7,-4,COC(=O)c1cc(Br)cn1S(=O)(=O)c1ccccc1,4,-12,-2,-2,-1,-1.6
-1.5,7,-4,CCCOc1ccc(C(=O)NCC(c2cccs2)N(C)C)cc1 (stereo not given),5,-4,11,-15,-7,-3.7
-2.0,2,22,COc1cccc2cc(C(=O)N3CCN(c4ccccc4F)CC3)c(=O)oc12,7,0,17,5,5,-0.8
-2.0,-12,-27,CC(C)(C)c1ccc(-c2nnc(SCCC#N)n2C2CCCC2)cc1,3,-5,0,-6,0,-2.9
-2.8,4,-6,O=C(c1cccc(S(=O)(=O)N2CCOCC2)c1)N1CCOCC1,2,5,15,-10,1,-3.0
1.2,6,-2,O=C(Nc1cccc(Cl)c1)c1cncn1-c1ccc(F)cc1,0,-10,-21,-8,0,-0.5
0.7,3,17,C#CCN1C(=O)S/C(=C/C=C/c2ccc(N(C)C)cc2)C1=O,-44,-8,-150,-98,41*,1.1

VIM-2 inhibitor,NS3 helicase inh,SUMO HTRF inh,structure,IDE cell activ,GalR3 antag,CRFBP-R2 block,pCIP destab,IDE inh,IMP-1 inh
-0.1,-3,27,COC(=O)c1cc2c(C)cc3ccc(C)cn3c-2c1C(=O)OC,-1,-5,-1,-19,0,-1.7
-1.9,4,7,CCC1CCc2sc(C(=O)N3CCN(c4ccccn4)CC3)cc2C1 (stereo not given),1,-3,-3,-5,1,-4.5
.,.,.,CCCCn1c(N)c(N(Cc2ccccc2OC)C(=O)c2ccc([N+](=O)[O-])s2)c(=O)[nH]c1=O,4,-3,-8,.,4,.
1.6,10,1,Cc1ccccc1NC(=O)C1CCCN(S(=O)(=O)c2ccc3c(c2)C(C)(C)C(=O)N3C)C1 (stereo not given),10,5,9,6,1,0.1
-2.0,-1,10,CC(C(=O)NCCS(=O)(=O)c1ccc(Cl)cc1)S(=O)(=O)c1ccc(Cl)cc1 (stereo not given),3,8,14,-6,0,-4.3
-1.3,4,2,O=C(C[n+]1ccsc1)c1ccccc1,-3,-7,12,0,4,-0.8
-3.5,-5,26,COc1cccc(/C(O)=C/c2nc3ccc(C(=O)NCCc4cccc(C)c4)cc3[nH]c2=O)c1,-5,-4,-61,-2,-4,-3.4
-2.3,4,2,CCCN1C(=O)C(NS(=O)(=O)c2ccc(N)cc2)(C(F)(F)F)C(C(=O)OC)=C1C (stereo not given),4,0,4,-10,1,-1.8
-1.6,7,14,CSC1=C(C#N)C(c2ccc3c(c2)OCO3)C2=C(CCCC2=O)N1 (stereo not given),-2,0,-8,-4,-1,-0.3
-1.4,3,12,O=C(CSCc1cc(=O)n2nc(C3CC3)sc2n1)Nc1ccc(F)cc1,0,-7,-14,-2,-1,-2.3
0.1,-2,-4,Cc1cc(C)n(CC(=O)N2CCCC(N3CCN(c4ccc(F)cc4)CC3)C2)n1 (stereo not given),5,-2,-18,-2,-6,-0.7
-1.2,7,2,COc1cccc(C(=O)NCCSc2ccc(C)cc2)c1,-1,-3,6,-49,5,-4.0

VIM-2 inhibitor,NS3 helicase inh,SUMO HTRF inh,structure,IDE cell activ,GalR3 antag,CRFBP-R2 block,pCIP destab,IDE inh,IMP-1 inh
-4.8,-1,-9,Cc1cc(C)n(CCN(C)c2nc3nonc3nc2N2CCCCC2)n1,-2,-3,12,7,-1,-3.2
-2.7,0,2,CC(C)(C)NCc1ccc(OCc2cccs2)cc1,4,-6,-4,8,2,-4.2
-4.6,0,7,COc1ccc(/C=N/NC(=S)Nc2cc(C(F)(F)F)ccc2Cl)cc1,.,-3,-4,-4,-3,-3.9
-3.8,-3,0,O=c1c2ccccc2nc(COc2ccccc2)n1/N=C/c1ccc(O)cc1O,0,5,-15,-14,-2,-2.3
1.2,3,8,O=C(O)c1cc(S(=O)(=O)Nc2cccc(Oc3ccccc3)c2)ccc1Br,3,-8,6,-13,3,-0.3
-3.0,2,-5,CC(C)Cn1cnc2c1c(=O)n(CC(O)c1ccccc1)c(=O)n2CC(C)C (stereo not given),1,-3,-43,0,-4,-3.5
-0.3,-2,15,O=C(O)c1nccnc1C(=O)Nc1ccc(Oc2c(Cl)cccc2Cl)nc1,.,-5,-8,7,8,-1.5
0.0,3,9,COc1ccccc1NC(=O)Cn1nnc(-c2ccccc2NC(=O)c2cnccn2)n1,3,-2,-11,-20,-2,-1.8
-4.7,6,9,Cc1ccc(S(=O)(=O)N/N=C\c2ccc(C)o2)cc1,8,-2,1,-2,5,-2.8
-1.3,-8,21,O=C1NC(c2cccc(Cl)c2)Nc2ccccc21 (stereo not given),-9,-4,-11,4,-2,-0.4
0.5,-5,-19,Cc1sc(NC(=O)CSc2nc(N)cc(N)n2)c(C#N)c1C,6,-4,0,4,1,-1.5
-0.5,-6,14,CCOCCCNC(=O)c1cn(CC)c2ccc(S(=O)(=O)N3CCC(C)CC3)cc2c1=O,6,3,11,-1,0,-1.2

VIM-2 inhibitor,NS3 helicase inh,SUMO HTRF inh,structure,IDE cell activ,GalR3 antag,CRFBP-R2 block,pCIP destab,IDE inh,IMP-1 inh
-2.6,-3,18,CN1CCc2c(sc(/N=C/c3ccco3)c2C(N)=O)C1,-1,-4,2,-7,-4,-3.0
-2.0,4,0,O=C(Nc1cc2c(cc1Br)OCCO2)c1cccnc1,0,-1,-19,-4,4,-0.9
-4.6,-18,19,CC(=O)Nc1ccc(NC(=O)C(C)OC(=O)c2cccc(S(=O)(=O)N3CCCCC3)c2)cc1 (stereo not given),-4,-1,-7,-12,1,-1.9
-2.9,8,-9,O=C(O)c1ccccc1C(=O)Nc1ccc(Nc2ccc([N+](=O)[O-])cc2[N+](=O)[O-])cc1,4,-7,39,-3,-2,-1.6
-2.4,-35,28,COC(=O)c1ccccc1-c1ccc(/C=N/Nc2nc(N3CCCC3)nc(N3CCCC3)n2)o1,2,-3,4,2,-6,-1.2
-2.3,6,2,Cc1ccc(S(=O)(=O)NCc2ccccc2)cc1C(=O)NC1CCCCC1,0,-6,-2,-6,7,-3.6
-2.2,2,-6,Cc1c(C(=O)N2CCOCC2)c(S(=O)(=O)Nc2ccccc2F)c(C)n1C,1,-2,1,-5,9,-3.4
-4.2,-2,12,Cc1cccc(OCCn2c(=O)oc3ccc(C)cc32)c1,8,7,1,-52,3,-5.9
-6.1,6,8,CCn1c(CNC(=O)c2ccco2)nnc1SCC(=O)c1ccc(OC)cc1,5,-1,11,-10,0,-1.5
-1.1,-5,15,CCN(CC)CCNC(=O)c1cn(C)c2ccc(S(=O)(=O)N(C)C3CCCCC3)cc2c1=O,2,1,-3,-8,-2,0.3
-0.4,-3,4,O=S(=O)(c1cccs1)N1CN(C2CCCCC2)c2nc3ccccc3nc21,2,0,15,5,0,-1.4
.,.,.,CCCCn1c(N)c(N(CCC(C)C)C(=O)c2ccc(C)o2)c(=O)[nH]c1=O,5,-3,-2,.,-7,.

VIM-2 inhibitor,NS3 helicase inh,SUMO HTRF inh,structure,IDE cell activ,GalR3 antag,CRFBP-R2 block,pCIP destab,IDE inh,IMP-1 inh
-1.8,1,14,CC(C)c1csc(CN2CCC(N3CCC(C(=O)N4CCOCC4)CC3)CC2)n1,5,-6,-8,-5,-1,-3.4
-2.8,15,6,COc1ccc(CN(C(=O)Cn2nnc3ccccc32)C(C(=O)NC(C)(C)C)c2ccco2)cc1 (stereo not given),4,-6,-28,-8,4,-1.9
.,.,.,O=C(CCN=C1NS(=O)(=O)c2ccccc21)Nc1ccc(F)cc1Cl,4,-3,-3,.,-5,.
.,.,.,CCC(C)(C)C1CCC2(CC1)NC(=O)N(CC(=O)NCCCc1ccccc1)C2=O (stereo not given),-1,-2,-41,.,-2,.
0.9,-16,-1,O=C(CN1CC[n+]2c(-c3cccs3)csc21)c1ccc(-c2ccccc2)cc1,-16,-5,-5,9,10,0.9
-1.6,14,29,O=C(CC(=O)Nc1cccc(Cl)c1Cl)Nc1cccc(Cl)c1Cl,1,-10,-13,-7,0,-2.0
-1.7,3,6,O=C(N=Nc1c(O)[nH]c2ccccc12)c1cc(-c2ccc(F)cc2)n[nH]1,-3,-9,9,-15,-2,-2.6
-3.0,-2,10,COc1ccc(C)cc1NC(=O)Nc1ccc(Br)cn1,3,2,11,2,1,1.4

3 entries already listed, sorted by the value under IDE cell activ, highest first.
VIM-2 inhibitor,NS3 helicase inh,SUMO HTRF inh,structure,IDE cell activ,GalR3 antag,CRFBP-R2 block,pCIP destab,IDE inh,IMP-1 inh
.,.,.,CCCCn1c(N)c(N(CCC(C)C)C(=O)c2ccc(C)o2)c(=O)[nH]c1=O,5,-3,-2,.,-7,.
-0.8,7,-4,COC(=O)c1cc(Br)cn1S(=O)(=O)c1ccccc1,4,-12,-2,-2,-1,-1.6
-1.3,4,2,O=C(C[n+]1ccsc1)c1ccccc1,-3,-7,12,0,4,-0.8
